# KAT2A inh – inhibitors of human GCN5L2 histone acetyltransferase. Q92830. Potency, µM (titrated, usually from 58.9 µM), for the others: top-dose activity change, negative = inhibition, hits mostly inhibitors. hit rate 0.21% among 390,000. GCN5L2 HAT assay, ThioGlo1 CoA-SH fluorescence. AID 504327
# Target sequence (Q92830 whole entry, looked up): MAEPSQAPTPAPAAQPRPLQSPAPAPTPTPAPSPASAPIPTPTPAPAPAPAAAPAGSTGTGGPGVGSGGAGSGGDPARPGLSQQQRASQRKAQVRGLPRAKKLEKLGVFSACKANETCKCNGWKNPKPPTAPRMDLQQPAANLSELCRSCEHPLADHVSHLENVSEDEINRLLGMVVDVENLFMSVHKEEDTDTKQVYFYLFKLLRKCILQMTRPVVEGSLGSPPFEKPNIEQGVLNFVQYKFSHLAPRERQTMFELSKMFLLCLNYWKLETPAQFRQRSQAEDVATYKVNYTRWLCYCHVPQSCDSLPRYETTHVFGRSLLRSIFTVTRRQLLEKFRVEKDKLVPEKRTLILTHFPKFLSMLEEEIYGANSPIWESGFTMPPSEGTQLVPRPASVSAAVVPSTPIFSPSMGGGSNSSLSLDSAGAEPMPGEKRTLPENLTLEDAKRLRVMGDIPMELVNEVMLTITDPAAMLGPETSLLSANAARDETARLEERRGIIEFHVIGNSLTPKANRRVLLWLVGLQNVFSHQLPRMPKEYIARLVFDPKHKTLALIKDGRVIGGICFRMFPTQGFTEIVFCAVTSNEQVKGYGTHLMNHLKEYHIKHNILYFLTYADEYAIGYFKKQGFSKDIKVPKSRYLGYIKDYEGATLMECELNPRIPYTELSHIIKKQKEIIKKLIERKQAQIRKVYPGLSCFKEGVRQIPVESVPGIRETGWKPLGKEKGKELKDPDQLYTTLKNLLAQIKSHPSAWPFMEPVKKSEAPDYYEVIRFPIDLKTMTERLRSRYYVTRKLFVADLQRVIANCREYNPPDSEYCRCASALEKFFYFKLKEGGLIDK
#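 Fluorescence readout, Ex340nm/Em540nm: ThioGlo1 (50uM final) reacts with free CoA thiol released as 20nM GCN5L2 acetylates H3(1-25) peptide (75uM) using acetyl-CoA (70uM). Compound and enzyme sat 15 min beforehand; 20 min room-temperature reaction.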
# FEN1 inhibitor – human FEN1 inhibition | AID 588795 | hit rate 0.35% among 390,000 | P39748 | Recombinant FEN1 flap cleavage, fluorescence, 15 min | Potency, µM (titrated, usually from 114 µM), without a hit: top-dose activity change, negative = inhibition, hits mostly inhibitors; note: nearly all actives have a fitted effect of over 65% in size
#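 Steps: FEN1 (10 nM) dispensed; compound added by pin tool; 15 min at room temperature; substrate added to 50 nM final; reads at 0 min and 15 min; data normalized and fitted (four-parameter Hill).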
# N370S GC mod – inhibitors or activators of N370S glucocerebrosidase for Gaucher disease; P04062; N370S GC spleen homogenate, 4MU-glucoside fluorescence; Potency, µM (top dose mostly 59.4 µM), without a hit: at the top dose activity change, negative = inhibition, most hits filed as inhibitors; hit rate 0.092% among 330,000; AID 2101;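 note: 0% = full enzyme activity and -100% = no enzyme basal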
# * = called active by the depositor; u = inconclusive; x = no result given; [ ] = dose if it differs, or a comment. Calls come from the whole dose curve; as a rule, active = well fitted curve in the direction sought with a large enough effect; inconclusive = small, poorly fitted or top-dose-only effect, or another doubt; inactive = no such curve, though single readings can be large; an effect the other way counts as inactive or inconclusive. Unless noted, % is set by controls: 0 for no effect and ±100 for the full control effect; potency is the fitted concentration of half-maximal effect. An excerpt, so the mix of outcomes need not match the whole.
# Every second line gives: KAT2A inh, FEN1 inhibitor, N370S GC mod
> Cc1nc(=O)c(-c2ccccc2)c(C)n1-c1ccccc1C(=O)O
    -3%, -14%, -1%
> CCCCCCC(O)(CCN1CCCCC1)c1ccccc1 (stereo not drawn)
    -5%, 14%, -9%
> COc1ccc(CCNC(=O)c2ccc3c(c2)N(Cc2ccccc2F)C(=O)c2ccccc2S3=O)cc1OC (stereo not drawn)
    -9%, -4%, x
> COc1ccc(NS(=O)(=O)c2cc(N)ccc2N2CCOCC2)cc1
    1%, -10%, -4%
> COc1ccc(OC)c(CCNC(=O)c2cc3c(=O)n(C)c4ccccc4c3n2C)c1
    -1%, -4%, x
> COc1ccc(S(=O)(=O)N[C@@H](Cc2ccccc2)C(=O)N2CC[C@@]3(O)CCCC[C@H]3C2)cc1
    0%, 2%, -15%
> COc1cc2c(cc1OC)C(C)N(S(=O)(=O)c1cnc(Cl)c(Cl)c1)CC2 (stereo not drawn)
    -17%, -2%, 2%
> COc1cccc(C(=O)NCC(c2cccs2)N2CCc3ccccc32)c1 (stereo not drawn)
    -7%, -11%, 6%
> COc1ccccc1-c1nnc(-c2ccc(N3CCOCC3)cc2)o1
    -23%, -5%, 13%
> CCc1ccc(Nc2n[n+](-c3ccccc3)c(-c3c(Cl)cccc3Cl)s2)cc1
    -3%, -18%, -22%
> O=C(NC1CC1)C1=C[C@@H](c2ccc3c(c2)OCO3)C[C@@H](OCc2ccc(CO)cc2)O1
    -2%, -3%, 6%
> NCC(=O)N[C@@H](CCCN=C(N)N)C(=O)NCC(=O)N[C@@H](CC(=O)O)C(=O)N[C@@H](CC(N)=O)C(=O)N1CC[C@@H](C(=O)O)C1
    3%, x, 3%
> O=C(Nc1nc(-c2cc(Cl)sc2Cl)cs1)c1ccccc1
    -5%, -7%, 14%
> Cc1ccc(Sc2ccc(NC(=O)CCl)cc2)c(C)c1
    -14%, 4%, 7%
> CCOC(=O)c1cc(C)sc1NC(=O)CSc1nnnn1C
    0%, 2%, 15%
> CC(=O)N(C)C1(c2nnnn2CCOC(=O)Nc2cccc3ccccc23)CCCC1
    -7%, 5%, 6%
> Cc1cccc(NC(=S)NNC(=O)c2ccco2)c1
    -3%, 6%, -6%
> NNC(=S)Nc1ccccc1Cl
    -11%, -7%, -1%
> Cc1cc(C(=O)NCc2csc(-c3ccccc3)n2)no1
    -14%, 0%, -7%
> CC1(C)NC(=O)N(CC(O)COc2ccccc2C(=O)Nc2ccccc2)C1=O (stereo not drawn)
    -8%, 12%, 5%
> Cc1cc(C(=O)CSc2nnc(N)s2)c(C)n1CCc1ccc(Cl)cc1
    0%, -6%, 0%[2.35 µM]
> CCN1CCN(c2cc(N3CCc4ccccc4C3)c(F)cc2[N+](=O)[O-])CC1
    -5%, -19%, u
> O=C1c2ccccc2C(=O)N1CCCCN(C(=O)c1cccc([N+](=O)[O-])c1)c1ccc(Cl)cc1
    -14%, -4%, -23%
> COc1ccc(NC(=O)CN2CCC(C)CC2)cc1
    -7%, -2%, 4%
> COC(=O)c1sccc1NC(=O)/C=C/c1ccc(Cl)cc1
    22%, -2%, 6%
> O=C(O)c1nccnc1C(=O)Nc1ccc(S(=O)(=O)N2CCOCC2)cc1
    -2%, -15%, -17%
> Cc1cc(NC(=O)COC(=O)c2ccc(NS(=O)(=O)c3ccc(C)c(C)c3)cc2)no1
    -11%, -16%, 3%
> COc1ccc(S(=O)(=O)n2nc(OC(=O)c3ccc(C)cc3)cc2N)cc1
    -13%, 12%, 16%
> Cc1oc(-c2ccccc2F)nc1CSCC(=O)N1CCN(c2ccccc2)CC1
    -3%, -17%, x
> Cc1ccc(CCC(=O)Nc2nccs2)o1
    -4%, 5%, 5%[2.35 µM]
> Cc1c(C(=O)NCCN(C)C)oc2ccc(S(=O)(=O)N3CCCC3)cc12
    -2%, 8%, -23%
> COc1ccc(C)cc1NC(=O)Cn1cc(S(=O)(=O)N2CCC(C)CC2)c2ccccc2c1=O
    -14%, 2%, x
> Cc1cc(=O)n2nc(N3CCC(C(=O)Nc4c(C)cccc4C)CC3)sc2n1
    0%, 0%, x
> CCOc1ccc(NC(=O)c2cccc3ccccc23)cc1
    2%, -1%, -11%
> N#Cc1ccsc1NC(=O)CN1CCCCCC1
    0%, 12%, 4%
> Cc1ccccc1C(=O)NC(=S)Nc1ccc(Oc2ccc(Cl)cc2)cc1
    -12%, 38%[activator], 22%
> N#CCc1c(C#N)c(N)nc(N2CCN(C=O)CC2)c1C#N
    -3%, -18%, -3%
> O=C(O)CCn1c(=O)sc2ccccc21
    1%, -1%, -4%
> COc1ccccc1N1C(=O)CC(N2CCc3ccccc32)C1=O (stereo not drawn)
    -21%, -7%, 3%
> CC1=C(C(=O)OC2CCCC2)C(c2coc3ccccc3c2=O)C2=C(CCCC2=O)N1 (stereo not drawn)
    -3%, 6%, 23%
> CC(C)Nc1nc2ccccc2c(=O)[nH]1
    -16%, 4%, 8%
> Cc1cc(C)c(S(=O)(=O)Nc2ccc(O)cc2)cc1C
    -3%, -2%, 6%
> O=S(=O)(c1cc(Cl)ccc1Cl)N1CCc2ccccc21
    -7%, 3%, 14%
> CCOC(=O)c1c(C)[nH]c(C)c1S(=O)(=O)N1CCC(C(=O)N2CCN(c3ccc(F)cc3)CC2)CC1
    -9%, -6%, x
> CCOC(=O)[C@H]1CCC[C@@H](NS(=O)(=O)c2ccc(NC(C)=O)cc2)C1
    2%, -3%, -21%
> Cc1cccc(CS(=O)(=O)Cc2ccc(C(=O)NCCN3CCCCC3C)o2)c1 (stereo not drawn)
    1%, -6%, 3%
> Nc1ccccc1SCC(=O)N1CCc2ccccc21
    -9%, 0%, -5%
> O=C(Nc1ccc(F)cc1)c1cccnn1
    -13%, -10%, -12%
> O=C(CSc1nc2ccccc2c(=O)n1NC(=O)Cc1ccccc1)NCc1ccccc1
    18%, 1%, 27%
> Cc1nn(CCOc2cccc(Cl)c2)c(C)c1[N+](=O)[O-]
    -21%, 0%, -3%

# Carrying on:
# Every second line gives: KAT2A inh, FEN1 inhibitor, N370S GC mod
> O=C(NCc1ccco1)c1ccc(S(=O)(=O)N2CCOCC2)cc1
    -28%, -1%, -3%
> CC(=O)/C(=N/Nc1cccc(C)c1)N1CCOCC1
    -1%, -5%, 5%
> O=C(CCCSc1ccc(Cl)cc1)Nc1cc(S(=O)(=O)N2CCOCC2)ccc1O
    -29%, 1%, x
> CC(=O)Nc1cccc(NC(=O)C2CC(=O)N(c3ccc(C)cc3)C2)c1 (stereo not drawn)
    -7%, -2%, 0%
> CC(C)c1nn2c(=O)cc(COC(=O)c3ccc(NC(=O)c4ccccc4Cl)cc3)nc2s1
    0%, -4%, x
> Cc1nc(NC(=O)c2cccc(Cl)c2)sc1C(=O)N1CCCCC1
    -13%, 20%, u
> CCOC(=O)c1ccc(N2C(=O)c3n[nH]c(-c4cccs4)c3C2c2ccc(C(C)(C)C)cc2)cc1 (stereo not drawn)
    -22%, -17%, x
> O=C(Nc1ccc2cn[nH]c2c1)c1c(Cl)cccc1Cl
    9%, -8%, -8%
> COc1cc(OC)cc(C(=O)N2CCN(Cc3cccc(F)c3)CC2)c1
    3%, -3%, 2%
> Cc1c(C(=O)O)cccc1N1C(=O)Nc2ccccc2N1O
    3%, -3%, 1%
> COc1cccc2cc(C(=O)NCc3ccco3)c(=O)oc12
    -2%, 1%, u
> Cc1cc(Nc2ccc(C(=O)O)cc2)nc(N)n1
    -7%, 5%, 2%
> COc1ccccc1-n1cc(-c2ccc(C)cc2)[nH]c1=S
    0%, 3%, 2%
> COc1ccc(NS(=O)(=O)c2cc(C(=O)N3CCCCCC3)ccc2C)cc1
    -9%, 1%, x
> COC(=O)c1ccc(NC(=O)Cn2cnc3c(nnn3-c3cccc(OC)c3)c2=O)cc1
    -21%, 17%, 4%
> CCN(CC)S(=O)(=O)c1cccc(C(=O)N2CC(O)CC2C(=O)O)c1 (stereo not drawn)
    -1%, 4%, -29%
> O=C1COc2ccc(C(=O)NC3CC3)cc2N1
    -5%, 0%, 7%
> CCCCn1nnnc1SCC(=O)NNC(=O)C1CCCCC1
    0%, 13%, 7%
> CN1CCCC(OC(=O)c2cc(Cl)ccc2Cl)C1 (stereo not drawn)
    -2%, 10%, 5%
> COc1ccc(C(=O)NCC(=O)N/N=C/c2ccc([N+](=O)[O-])s2)cc1OC
    -3%, -5%, -19%

# Sorted by the number under N370S GC mod (ascending): six of the compounds above.
smiles,N370S GC mod
CCN(CC)S(=O)(=O)c1cccc(C(=O)N2CC(O)CC2C(=O)O)c1 (stereo not drawn),-29%
COc1ccc(C(=O)NCC(=O)N/N=C/c2ccc([N+](=O)[O-])s2)cc1OC,-19%
COc1ccccc1-n1cc(-c2ccc(C)cc2)[nH]c1=S,2%
COC(=O)c1ccc(NC(=O)Cn2cnc3c(nnn3-c3cccc(OC)c3)c2=O)cc1,4%
CN1CCCC(OC(=O)c2cc(Cl)ccc2Cl)C1 (stereo not drawn),5%
CCCCn1nnnc1SCC(=O)NNC(=O)C1CCCCC1,7%

# (next part)
# Every second line gives: KAT2A inh, FEN1 inhibitor, N370S GC mod
> COCCOc1cc(NCc2ccccc2)c2ncn(C(C)C)c2c1
    u, u, x
> C#CCOc1ccc(/C=N/O)cc1Cl
    -3%, -3%, -4%
> O=C1OC(C(O)CO)C(O)=C1O (stereo not drawn)
    -3%, x, -8%
> CC(=NNC(=O)c1cc(C)oc1C)c1ccc(Br)s1
    -3%, -1%, x
> COc1ccc(NC(=O)C2CCCN(C(=O)NC3CCCCC3)C2)cc1OC (stereo not drawn)
    -2%, 1%, 4%
> CCN1C(=O)[C@H]2[C@H]3CN=C(SCc4ccc(C)cc4)N3[C@@](CC)(C(=O)OC)[C@H]2C1=O
    -1%, 3%, x
> O=C(COC(=O)c1cccc(OC(F)F)c1)Nc1cccc(S(=O)(=O)N2CCCC2)c1
    -6%, -21%, x
> Cn1c(SCC(=O)NNC(=O)c2ccccc2)nnc1C(F)(F)F
    0%, 7%, x
> CCOc1ccc(C(c2c(O)cc(C)n(Cc3ccco3)c2=O)N2CCN(C)CC2)cc1 (stereo not drawn)
    -10%, -12%, x
> CN(CC(=O)Nc1cccc(F)c1)CC(=O)Nc1ccccc1[N+](=O)[O-]
    -3%, -1%, u

# Rewritten with bars between the fields: 3 of the compounds above
structure | KAT2A inh | FEN1 inhibitor | N370S GC mod
COc1ccc(NC(=O)C2CCCN(C(=O)NC3CCCCC3)C2)cc1OC (stereo not drawn) | -2% | 1% | 4%
CCN1C(=O)[C@H]2[C@H]3CN=C(SCc4ccc(C)cc4)N3[C@@](CC)(C(=O)OC)[C@H]2C1=O | -1% | 3% | x
O=C(COC(=O)c1cccc(OC(F)F)c1)Nc1cccc(S(=O)(=O)N2CCCC2)c1 | -6% | -21% | x

# (list continues)
# Every second line gives: KAT2A inh, FEN1 inhibitor, N370S GC mod
> COc1ccc(/C=N/NC(=O)C(=O)N2CCCCCC2)cc1[N+](=O)[O-]
    -7%, 0%, 5%
> COc1ccccc1NC(=O)C(C)OC(=O)CCCOc1ccccc1 (stereo not drawn)
    -7%, -6%, 4%
> Cc1ccc2cc(CCNS(=O)(=O)c3ccc(Br)cc3)c(=O)[nH]c2c1C
    1%, -7%, -5%
> CCC(=O)Nc1ccc(C(=O)CN2C(=O)NC3(CCOc4ccccc43)C2=O)cc1 (stereo not drawn)
    -8%, 12%, x
> Cc1ccc2cccc(S(=O)(=O)NC3CCS(=O)(=O)C3)c2n1 (stereo not drawn)
    -4%, -13%, 2%
> O=C(c1ccc(Cl)cc1)N1CCC(C(=O)N2CCCc3ccccc32)CC1
    -1%, -2%, -3%
> C=C(NC(C)=O)c1c(F)cccc1F
    0%, -5%, x
> COc1ccc(C(=S)N2CCCC2)cc1C
    0%, -3%, -1%
> COc1ccc(CC(=O)O/N=C(\N)Cc2ccc(OC)cc2)cc1
    2%, -1%, -11%
> N#CCOC(=O)C1CSC2(c3ccc(Br)cc3)CCC(=O)N12 (stereo not drawn)
    -2%, -16%, 2%
> COc1ccc(OC(=O)c2cnc3n(c2=O)CCS3)cc1
    -6%, 3%, 2%
> COC(=O)c1ccc(OCC(=O)NC2CCCCCC2)cc1
    1%, -2%, -2%
> Cc1ccc(SCC(=O)NC(=O)c2ccc(S(=O)(=O)N(C)C)cc2)cc1C
    -14%, -11%, -2%
> Cc1ccnc(NS(=O)(=O)c2ccc(NC(=O)c3ccc4c(c3)OCCO4)cc2)n1
    1%, -8%, -2%
> Cc1ccc(C2CC(c3cccc(Br)c3)Nc3nnnn32)cc1 (stereo not drawn)
    -6%, -1%, 0%
> O=C(CC(=O)N/N=C\c1ccc([N+](=O)[O-])cc1)NCCc1ccccc1
    -3%, -5%, 0%
> Cc1ccc(-c2noc(-c3ccc(N4CCC(C)CC4)c([N+](=O)[O-])c3)n2)cc1
    -2%, 20%, x
> CC(C)CC(NC(=O)OC(C)(C)C)C(=O)O (stereo not drawn)
    -5%, -7%, -1%
> COc1ccc(S(=O)(=O)Nc2c(C)n(C)n(-c3ccccc3)c2=O)cc1C(=O)O
    -6%, 2%, -5%
> Cn1c(CNc2nc(-c3ccccc3)cs2)nnc1SCC(=O)c1ccccc1
    -5%, -11%, 5%
> C/C=C/C(=O)Nc1nnc(C2CCCCC2)s1
    3%, 16%, -14%

# High-throughput results deposited in PubChem by National Center for Advancing Translational Sciences (NCATS).
